# Screening results as filed in PubChem.
# E-sel inducer: E-selectin induction on HUVECs; P16581; HUVEC E-selectin immunofluorescence imaging; normalized: neutral wells 0, TNF-alpha wells 100; activation, % at 7.58 µM; 260,000 tested, 0.37% active; AID 686992;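 active = mean E-selectin-positive cell signal at least 10% of the positive control, reached in at least 60% of replicates, without over 20% cell loss; inconclusive = no rule given, readout overlaps actives, possibly toxicity-flagged; inactive = the rest, including those meeting only one limit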;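 note: in these data hits start at about 27%; measured in HUVEC primary endothelial cells; signal is the percent of cells scored E-selectin positive by PE staining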
#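 Material: HUVEC primary endothelial cells; Amount: 3,000 cells per well; Dosing: single concentration; Medium: EGM-2 growth medium on 0.1% gelatin-coated wells; Read-out basis: percent E-selectin-positive cells; Signal: immunofluorescence imaging; Control set: TNF-alpha, DMSO.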
# ERAP1 HTS inh: blocks human ERAP1 aminopeptidase activity; Q9NZ08; recombinant ERAP1, Leu-AMC fluorescence, 60 min; inhibition, % at 10.7 µM; 340,000 tested, 0.15% active;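 active = mean replicate inhibition of at least 30%, or all replicates individually reaching that 30% level; inactive = mean below 30% and not every replicate reaching it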;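 note: 0% = neutral control wells and 100% = L-leucinethiol positive control wells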
# Target sequence (Q9NZ08 whole entry, looked up): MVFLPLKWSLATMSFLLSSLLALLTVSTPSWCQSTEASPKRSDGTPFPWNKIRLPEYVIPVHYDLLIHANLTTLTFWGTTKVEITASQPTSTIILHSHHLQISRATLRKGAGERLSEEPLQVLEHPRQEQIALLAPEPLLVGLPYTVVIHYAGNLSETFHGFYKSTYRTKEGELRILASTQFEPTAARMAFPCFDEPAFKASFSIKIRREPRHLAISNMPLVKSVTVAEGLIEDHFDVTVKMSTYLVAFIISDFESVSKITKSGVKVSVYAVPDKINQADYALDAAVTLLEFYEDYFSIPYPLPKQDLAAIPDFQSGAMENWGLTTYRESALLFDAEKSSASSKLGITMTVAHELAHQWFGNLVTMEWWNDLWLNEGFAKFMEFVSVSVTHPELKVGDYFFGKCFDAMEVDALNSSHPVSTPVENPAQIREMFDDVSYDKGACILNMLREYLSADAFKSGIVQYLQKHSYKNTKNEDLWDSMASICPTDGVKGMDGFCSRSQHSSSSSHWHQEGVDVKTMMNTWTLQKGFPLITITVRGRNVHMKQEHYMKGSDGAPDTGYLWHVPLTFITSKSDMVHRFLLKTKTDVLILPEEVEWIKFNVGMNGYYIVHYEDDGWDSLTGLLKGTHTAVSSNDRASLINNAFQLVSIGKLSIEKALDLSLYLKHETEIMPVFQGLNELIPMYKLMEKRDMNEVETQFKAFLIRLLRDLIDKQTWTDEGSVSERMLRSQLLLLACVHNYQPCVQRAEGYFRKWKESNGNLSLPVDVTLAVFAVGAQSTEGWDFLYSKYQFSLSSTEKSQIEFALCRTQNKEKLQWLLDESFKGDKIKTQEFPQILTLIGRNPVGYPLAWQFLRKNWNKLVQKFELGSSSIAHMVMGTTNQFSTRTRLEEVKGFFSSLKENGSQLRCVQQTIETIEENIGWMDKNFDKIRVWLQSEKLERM
# S100A4 inh HTS: inhibitors of human S100A4 binding to myosin IIA peptide | P26447 | S100A4/TAMRA-MyoIIA peptide fluorescence polarization | inhibition, % at 10.7 µM | 360,000 tested, 0.14% active;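 active = mean inhibition of at least 70% across replicates, with every replicate also reaching that level; inconclusive = mean inhibition reaches 70% but some replicates fall short; inactive = mean inhibition below 70%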
# Target sequence (P26447 whole entry, looked up): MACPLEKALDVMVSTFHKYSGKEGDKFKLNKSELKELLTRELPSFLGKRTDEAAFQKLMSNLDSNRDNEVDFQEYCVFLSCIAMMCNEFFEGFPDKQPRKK
#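 Test system: S100A4 monomer protein; Medium: HEPES pH 7.2 with CaCl2, KCl, NaCl, DTT, Triton; Probe or stimulus: TAMRA-labelled myosin IIA heavy-chain peptide probe, 5 nM; Doses: one dose per compound; Times: polarization read 5 min after assay mix addition, stable 5–60 min; Benchmarks: neutral control DMSO, positive control TFP.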
# esBAF inh: SWI/SNF esBAF complex inhibition; mouse ES cells, Bmi1-luciferase knock-in reporter, 24 h; 100% = twice the neutral-well signal; 350,000 tested, 2% active; reporter increase, % at 12.5 µM; in the data active = activation above about 40%; inconclusive = no clear call, values can overlap the other calls;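 note: 0% = median of the plate's neutral control wells and 100% = double that signal; a rise in the Bmi1 reporter signal indicates esBAF inhibition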
# Xi reactivation: X-chromosome reactivation activator; XiGFP mouse fibroblasts, % GFP-positive cells imaging, 3 d; cells co-treated with 5-aza-dC sensitizer; scaled so ellipticine positive control = 100%; activation, % at 7.58 µM; 360,000 tested, 0.055% active; AID 743238;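 active = mean normalized replicate activation at least 10% and every replicate at or above 10%; inconclusive = only one of the two criteria met; inactive = mean below 10% and not all replicates reach 10%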;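 note: 0% = median of on-plate neutral control wells and 100% = ellipticine 6 µM median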
#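 System: SV40-immortalized XiGFP fibroblast cells, line 68-5-11 / Incubation: 3-day compound exposure, then 15 min fixation at room temperature / Compound: single concentration per compound, delivered by pin transfer / Buffer or medium: DMEM plus 5-aza-dC sensitizer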
# ERp5 block: blocks human ERp5 reductase activity on insulin; inhibition, % at 9.99 µM; 350,000 tested, 0.05% active; ERp5 insulin aggregation, absorbance 650 nm, 90 min; Q15084;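 active = mean replicate inhibition above about 25%, with every replicate also reaching it, limit read from the data, passing the limit was not always enough; inconclusive = only one of those two criteria met; inactive = neither criterion met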
# RAD52 anneal inh: RAD52 (human) annealing inhibition; P43351; recombinant RAD52 DNA annealing, FRET fluorescence; inhibition, % at 18.7 µM; 360,000 tested, 0.46% active; AID 651710;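 active = every replicate showing at least 50% inhibition; inconclusive = mean inhibition at least 50% but not in every replicate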
# RAD54 inh: inhibitors of human RAD54 branch migration; Q92698; RAD54 Holliday junction branch migration, FAM/BHQ fluorescence; inhibition, % at 10.4 µM; 360,000 tested, 0.14% active;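 active = mean normalized replicate activity at least 40 and at least half of replicates scoring 40 or more; inconclusive = only one of the two criteria met; inactive = mean below 40 and under half of replicates reaching 40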;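 note: 0% = median of neutral control wells and 100% = median of positive control wells; inhibitors cause a drop in the FAM fluorescence signal; in these data hits start at about 50%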
# * marks the source's active call; other numbers are inactive results; ? = inconclusive; · = not tested or not shown; & = joins results of further samples.
canonical_smiles,E-sel inducer,ERAP1 HTS inh,S100A4 inh HTS,esBAF inh,Xi reactivation,ERp5 block,RAD52 anneal inh,RAD54 inh
COC(=O)/C(=C/N(C)C)C(=O)N1CCN(c2ccc(Cl)c(Cl)c2)CC1,·,-1,-13,3,0.0,-3,-11,·
CC(=O)N(Nc1ccccc1)c1ccccc1,·,-2,-6,-8,-0.1,8,-8,-9
O=C(C1CCOCC1)N1CC[C@@H]2[C@H]1c1cc(-c3ccc(F)cc3)ccc1N[C@@H]2CO,1.7,-5,5,-2,-0.1,1,-54,2
Cc1ccc(S(=O)(=O)N2CCCC2)cc1C(=O)NCc1ccccn1,-0.2,-2,-4,7,0.4,1,-10,1
C[C@H]1CN([C@@H](C)CO)C(=O)Cc2cc(NC(=O)Nc3cccc4ccccc34)ccc2O[C@H]1CN(C)Cc1ccccc1,0.3,2,1,-2,-0.2,3,20,3
O=C(CSc1nc2ncccc2[nH]1)NC1CCCC1,-0.1,3,-2,2,-0.1,-7,-14,-15
CCOC(=O)C1(Cc2ccccc2)CCCN(Cc2ccccn2)C1 (configuration not stated),0.3,15,-23,4,0.1,-66,-11,3
CCOC(=O)c1c(-c2ccccc2)oc2cc(Br)c(O)cc12,·,-1,0,3,0.0,2,4,3
C[C@@H]1CCCCO[C@H](CN(C)Cc2ccc(C(F)(F)F)cc2)[C@@H](C)CN([C@@H](C)CO)C(=O)c2cc(NC(=O)Nc3cccc4ccccc34)ccc2O1,0.0,·,·,7,0.3,·,·,-6
CNC(=O)C(=O)NCC(c1cccs1)S(=O)(=O)c1ccc(C)cc1 (configuration not stated),·,2,-3,-5,0.0,1,-3,7
CCCNC(=O)N1CCN(C(c2ccccc2)c2ccccc2)CC1,·,1,-4,-7,0.3,5,-18,17
CC(=O)O/N=C/c1c(C)c(C=O)n2ccccc12,-0.1,0,-4,-10,0.1,-2,-26,17
CC(C)CN1CCC(=O)N([C@H](CSc2ccc(Br)cc2)Cc2ccccc2)CC1,-0.1,-2,-10,·,0.0,2,-65,-7
C[C@H](O)C#Cc1ccc2c(c1)O[C@@H](CN(C)C(=O)Cc1ccccn1)[C@@H](C)CN([C@@H](C)CO)S2(=O)=O,-0.2,2,-16,4,0.5,0,-1,1
Cc1nc(SCC(=O)N2CCC(Cc3ccccc3)CC2)[nH]c(=O)c1C,·,2,-5,·,0.1,1,-39,1
COc1ccc(S(=O)(=O)N(C)C[C@H]2Oc3c(NC(=O)CCCCCC(=O)Nc4ccccc4N)cccc3C(=O)N([C@H](C)CO)C[C@@H]2C)cc1,0.5,1,-13,·,0.3,21,-36,·
C[C@@H]1CN([C@@H](C)CO)C(=O)c2cccc(N(C)C)c2O[C@@H]1CN(C)Cc1ccc(C(F)(F)F)cc1,·,-2,11,7,-0.3,-1,0,-18
CNC(=O)N(O)C1N(/N=C/c2ccccc2O)C(=S)SC1(C)C (configuration not stated),·,1,-3,·,0.1,-1,-6,·
COC(=O)c1ccc(N2CCOCC2)c(NC(=O)c2ccc3c(c2)OCO3)c1,0.0,3,5,-6,0.0,1,-5,-7
CC#CC#Cc1cccc(=O)o1,-0.4,-3,1,1,0.0,3,-5,0
O=C(O)CC1(C(=O)O)CCCC1,·,0,-6,-4,0.0,5,0,7
COCc1cn(CC[C@H]2CC[C@H](NC(=O)CCN3CCCCC3)[C@H](CO)O2)nn1,-0.2,-6,1,-3,-0.3,-10,-1,0
CCn1c(SC(C)C(=O)Nc2ccc(N3CCOCC3)cc2)nnc1-c1ccco1 (configuration not stated),0.0,-2,-20,·,0.0,3,-8,-10
O=C1C=C(c2cccc(Br)c2)C[C@@H](c2ccc(Cl)cc2)C1,0.1,-2,2,2,0.1,-3,29,-4
CN1CCN(C(=O)C[C@H]2C[C@@H]3c4cc(NC(=O)C5CCOCC5)ccc4O[C@@H]3[C@H](CO)O2)CC1,0.0,-2,0,3,0.5,7,-3,-12
CC(=O)c1cccc(NC(=O)C2CC(=O)N(C3CCCC3)C2)c1 (configuration not stated),0.5,-3,-4,-6,0.0,-2,-9,-2
COc1cccc(C2/C(=C(\O)c3ccc4c(c3)OCCO4)C(=O)C(=O)N2Cc2cccnc2)c1 (configuration not stated),·,0,1,0,0.0,7,-8,1
O=C(CSc1nnc(CNC(=O)c2ccccc2F)o1)NC1CCCC1,·,-6,0,5,0.2,-2,-2,-9
Cc1ccc(S(=O)(=O)CC(=O)Nc2nc(C(C)(C)C)cs2)cc1,·,4,-4,2,0.1,3,2,5
CC1(C)CN(c2cccc(Br)c2)C1=O,·,0,-3,·,0.7,2,2,·
COc1ccccc1N1CCN(/N=C/c2cc(OC)c(O)c(OC)c2)CC1,-1.4,1,2,·,0.0,-1,-11,-2
O=C(Nc1ccc(F)c(Cl)c1)c1cc(C2CCCN(C(=O)CCc3ccccc3)C2)on1 (configuration not stated),0.3,9,5,47*,-0.1,-5,-13,3
CCOCCCn1cnc2c(c1=O)c1nc3ccccc3nc1n2-c1ccccc1,·,1,0,4,·,-3,-4,5
O=C(Cn1c(=O)[nH]c2ccccc2c1=O)Nc1ccc2c(c1)OCO2,·,0,6,8,0.0,2,-6,0
COc1ccc(C(C(=O)NCC2CCCO2)N(C(=O)c2snc(C(N)=O)c2N)c2ccccc2)cc1OC (configuration not stated),·,-1,0,5,0.0,1,-11,-1
Cc1ccccc1-c1ccccc1[C@H]1[C@@H](C#N)N(C(=O)c2ccc(F)cc2)[C@@H]1CO,0.0,-1,-5,·,0.0,1,3,·
CCCN1[C@H](C(=O)NCCCN(C)C)[C@@H](CO)[C@@H]2Cn3c(ccc(C4=CCCC4)c3=O)[C@@H]21,0.0,2,9,8,-0.1,6,8,-12
CC(=O)c1ccc(OCC(O)CN2CCCC(C)C2)cc1 (configuration not stated),5.6,4,1,-10,0.0,-1,-3,1
Cc1noc(C)c1NC(=O)N(C)C[C@H]1OCCCC[C@@H](C)Oc2ccc(NC(=O)Cc3ccccc3)cc2C(=O)N([C@H](C)CO)C[C@H]1C,0.0,1,-5,-3,-1.1,23,17,-3
COc1ccc(/C(N)=N/OC(=O)CCCN2C(=O)c3ccccc3C2=O)cc1OC,·,3,24,·,0.0,2,-9,·
Cc1ccc(S(=O)(=O)Nc2ccc3c(c2)CC(=O)N([C@H](C)CO)C[C@H](C)[C@H](CN(C)S(=O)(=O)c2cccs2)O3)cc1,1.9,-6,-2,-7,0.0,4,-13,-2
C=CCC(Nc1ccccc1)C12C=CC(O1)C(C(=O)OC)=C2C(=O)OC (configuration not stated),·,0,-11,1,·,8,-12,-2
C[C@H]1CN([C@@H](C)CO)S(=O)(=O)c2ccc(C#CCN(C)C)cc2O[C@@H]1CN(C)C(=O)c1ccccc1F,0.3,0,-1,0,-0.2,0,-13,-2
Cc1cccc(C(=O)Nc2cccc(-c3ccc4nncn4n3)c2)c1,1.1,1,3,1,-0.1,0,-16,·
O=C(O)C1C2CCCCC2=C2CCCCC2C1C(=O)Nc1nccs1 (configuration not stated),-0.1,5,2,·,0.0,8,-22,·
O=C(COC(=O)c1ccccc1O)NCc1ccccc1Cl,-0.9,-3,2,5,-0.1,2,-11,-2
O=C(NCc1cccs1)C1CCC(CNS(=O)(=O)c2cccc3nsnc23)CC1 (configuration not stated),-0.4,0,26,-5,0.0,1,-13,0
O=C(NCCc1ccccc1)c1[nH]c(C(F)(F)F)nc1-c1ccccc1,0.0,3,1,6,0.3,2,-7,10
Cc1noc(NS(=O)(=O)c2ccc(NC(=O)c3cc4ccccc4o3)cc2)c1C,0.1,0,-10,0,0.1,-6,-5,-2
COc1ccc(NC(=O)Nc2cccc3c2O[C@H](CN(C)CC2CC2)[C@@H](C)CN([C@H](C)CO)C3=O)cc1,0.4,1,9,7,0.2,-4,0,0
O=C(CN1CCC(C(=O)c2ccc(F)cc2)CC1)Nc1ccccc1Cl,·,-2,-6,-3,0.0,2,-39,-4
O=S(=O)(NCCS(=O)(=O)N1CCN(c2ccc(F)cc2)CC1)c1ccccc1,0.1,-1,-1,1,0.2,-1,-5,11
CC(OC(=O)c1ccc(Cl)cc1O)C(=O)NCCC1=CCCCC1 (configuration not stated),·,0,-2,6,-0.1,-3,-15,-5
Cc1cc(C(=O)NC2CCCc3c2cnn3-c2cccc(C)c2C)no1 (configuration not stated),-1.5,0,-7,20,0.5,1,-23,0
CSCC(=O)N1CCCC(C(=O)c2cc(F)ccc2F)C1 (configuration not stated),1.1,13,2,·,0.0,2,-10,·
CO[C@@H]1CN(C)C(=O)c2ccc(NC(=O)Nc3cc(Cl)cc(Cl)c3)cc2OC[C@H](C)NC[C@H]1C,·,3,-4,-3,0.2&0.1,0,55,-2
CC(C)C#Cc1cnc2c(c1)C(=O)N([C@H](C)CO)C[C@@H](C)[C@H](CN(C)C(=O)C1CCC1)O2,0.1,0,11,-2,-0.7,2,8,-19
N/C(=N\OC(=O)c1ccc2c(c1)OCO2)c1ccc(Br)cc1,·,-1,1,19,0.2,?,-12,-9
C[C@H]1CN([C@@H](C)CO)C(=O)Cc2cc(NC(=O)C3CC3)ccc2O[C@@H]1CN(C)Cc1ccc(C(=O)Nc2ccccc2N)cc1,0.1,-2,0,-3,0.1,0,26,-9
C=CC(=O)Nc1cccc(Oc2ncnc3[nH]cc(-c4cnc5ccccc5c4)c23)c1,-0.2,·,-8,8,-0.1,10,-11,2

# New compounds follow
canonical_smiles,E-sel inducer,ERAP1 HTS inh,S100A4 inh HTS,esBAF inh,Xi reactivation,ERp5 block,RAD52 anneal inh,RAD54 inh
Cc1cc(C(=O)N2CCN(c3ccc(F)cc3)CC2)on1,0.7,5,-9,-3,0.0,6,-2,4
Cc1ccccc1C(=O)N1CCC(C(=O)OCc2ccccn2)CC1,7.0,1,-10,·,0.0,5,-24,·
CCC(=O)N1C[C@H](C)[C@H](OC)CN(C)C(=O)c2cc(NC(=O)Nc3ccccc3)ccc2OC[C@H]1C,0.0,-1,7,-2,0.6,-4,9,-3
COc1cc(/C=C/CNC[C@H]2O[C@@H](n3cc(C)c(=O)[nH]c3=O)C[C@@H]2O)ccc1O,-0.2,-7,-4,-1,-0.1,2,-13,·
Cc1ccc(CNS(=O)(=O)c2ccc3c(c2)NC(=O)CO3)cc1,-0.1,-1,-2,2,0.1,1,-11,-4
C=CC1CN(S(=O)(=O)c2ccc(Br)cc2)C(=O)N1c1ccc(Br)cc1 (configuration not stated),·,-1,-22,·,·,1,0,2
CC(C)NC(=O)c1cc(C2CCCCN2S(=O)(=O)c2cccc3cccnc23)on1 (configuration not stated),-0.1,1,-1,-8,0.0,7,-17,-16
